ERK EGF inh – qHTS Assay for Inhibitors of the ERK Signaling Pathway using a Homogeneous Screening Assay; Stimulation with EGF; 130,000 compounds, 0.41% hits; AID 1454, 2008; HEK293-V1b, EGF-stimulated phospho-ERK AlphaScreen; Potency, µM (series often up to 11.5 µM), without a hit: at the highest dose activity change, negative = inhibition, most hits filed as inhibitors; active means well fitted inhibition curve with a large enough effect; inconclusive means small, poorly fitted or top-dose-only effect, or effect the other way;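 further: plate controls were stimulated vehicle wells for no effect and unstimulated vehicle basal for full effect; nearly all actives have a fitted effect of over 55% in size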
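HEK293 cells stably expressing V1b receptor, serum-reduced (1% FBS) overnight, pretreated 30 min with compound, then stimulated 5 min with 25 nM EGF; phospho-ERK detected by AlphaScreen SureFire. AC50 from Hill fits, normalized to DMSO and EGF.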
* marks the source's active call; other numbers are inactive results; ? = inconclusive; [ ] = another dose, or the depositor's remark. Potency means the concentration at half of the fitted maximal effect.

SMILES | ERK EGF inh
CC(C)(C)OCC(O)CN1CCN(C(=O)c2ccccc2)CC1 (centres undefined) | 1.1%
COC(=O)CCC(=O)N1CCOCCOCCOCC1 | -8.0%
CCOCCCn1cnc2c3cc(F)ccc3n(C)c2c1=O | 3.3%[57.5 µM]
O=C1Cc2ccccc2Sc2ccc(O)cc21 | 8.9%
COc1ccc(C2SCC(=O)N2c2nc3ccccc3s2)cc1 (centres undefined) | 0.2%
CC(C)CC(c1nnnn1C(C)(C)C)N1CCN(Cc2ccccc2)CC1 (centres undefined) | 2.8%
CC(C)C(=O)Nc1ncc(Cc2cccc(Cl)c2)s1 | 7.7%
CC(C)C(NC(=O)c1ccccc1Cl)C(=O)OCc1nc2scc(-c3ccccc3Cl)c2c(=O)[nH]1 (centres undefined) | 4.4%
C=C(C(=O)c1ccccc1)C(C)CC(=O)c1ccccc1 (centres undefined) | -1.4%
C[n+]1ccccc1/C=N/O | 20.0%
FC(F)(F)c1ccc(NC(=S)NCc2ccccc2)cc1 | 7.3%
COC(=O)c1cccnc1NC(=S)NC1CCCCC1 | 1.5%[57.5 µM]
Cc1cc(-c2csc(N)n2)c(C)n1-c1ccc(Cl)c(Cl)c1 | -4.8%
CC1CCCC(NC(=O)COC(=O)/C=C/c2ccc(S(=O)(=O)N3CCOCC3)cc2)C1C (centres undefined) | -23.7%[57.5 µM]
CCNC(=O)/C(C#N)=C/c1c(N(Cc2ccccc2)Cc2ccccc2)nc2ccccn2c1=O | 7.1%
COc1ccc2nc(SCc3ccccc3C)nc(C)c2c1 | ?
Cc1cc(-c2ccccc2)nc2c(Br)c(=O)[nH]n12 | 1.3%
O=C(Nc1cccc(S(=O)(=O)N2CCCCC2)c1)c1ccc2ccccc2n1 | -5.2%
Fc1cccc(-n2c(-c3cccs3)nc3nc4ccccc4nc32)c1 | 5.2%[57.5 µM]
O=C(NCc1ccc(F)cc1)c1cccc2c1C(=O)N(Cc1cccnc1)C2 | -2.3%[57.5 µM]
Cc1c(NC(=S)N/N=C/C=C/c2ccc([N+](=O)[O-])cc2)c(=O)n(-c2ccccc2)n1C | 8.2%
COc1ccc(-c2nnnn2C)cc1S(=O)(=O)NCCc1ccccc1 | -0.7%
ClCc1ncc(-c2ccc(Cl)cc2)o1 | 2.1%
Cc1cccc(-c2noc(-c3ccc(Cl)cc3[N+](=O)[O-])n2)c1 | ?
COCCOC(=O)C1=C(C)NC(C)=C(C(=O)OCCOC)C1/C=C/c1ccccc1OC | 1.0%[57.5 µM]
COc1ccc(-c2cc(C(=O)Nc3ccccc3)on2)cc1 | -2.5%
COc1ccc(C)cc1NC(=O)C(OC(=O)CNC(=O)c1ccc(Oc2ccccc2)cc1)c1ccccc1 (centres undefined) | 8.0%
CS(=O)(=O)N1CCC2(CC1)CN(C(=O)Nc1cccc(F)c1)C2 | 2.8%
CCc1nc(NCC2CCCO2)c(C#N)c2c1COC(C)(C)C2 (centres undefined) | 9.1%
COC(=O)/C(=N\Nc1ccccc1)Sc1nnc(-c2ccc(OC)cc2)n1C | 8.0%
Cc1csc(NC(=O)CSc2nnc(NC(=O)COc3ccccc3)s2)n1 | -1.9%
O=C(N/N=C\c1ccccn1)c1ccccc1O | -0.1%
O=C1CCCN1CCCNC(=S)Nc1cccc2ccccc12 | -4.8%
CS(=O)(=O)N1CCC(C(=O)N2CCN(c3cccc(Cl)c3)CC2)CC1 | 4.8%
Cc1ccc(S(=O)(=O)NCCc2cccs2)cc1 | 9.1%[57.5 µM]
Cc1ccccc1-n1c(-c2ccc(Cl)cc2)cnc1SCC(=O)NC1CCS(=O)(=O)C1 (centres undefined) | 4.2%

Next part; it opens with the 6 that closed the last part.
SMILES | ERK EGF inh
Cc1csc(NC(=O)CSc2nnc(NC(=O)COc3ccccc3)s2)n1 | -1.9%
O=C(N/N=C\c1ccccn1)c1ccccc1O | -0.1%
O=C1CCCN1CCCNC(=S)Nc1cccc2ccccc12 | -4.8%
CS(=O)(=O)N1CCC(C(=O)N2CCN(c3cccc(Cl)c3)CC2)CC1 | 4.8%
Cc1ccc(S(=O)(=O)NCCc2cccs2)cc1 | 9.1%[57.5 µM]
Cc1ccccc1-n1c(-c2ccc(Cl)cc2)cnc1SCC(=O)NC1CCS(=O)(=O)C1 (centres undefined) | 4.2%
Cc1nc(-c2ccncc2)nc(NCCNc2ccc(C(F)(F)F)cn2)c1Cl | -2.0%[57.5 µM]
Cc1nnc(NC(=O)CSc2ccc(-c3cccnc3)nn2)s1 | 6.0%
CCN(CC)S(=O)(=O)c1ccc(OCC(=O)NC2CCS(=O)(=O)C2)c([N+](=O)[O-])c1 (centres undefined) | 3.9%
CC1=CCC2C(=O)N(c3ccc(OC(=O)c4ccco4)cc3)C(=O)C2C1 (centres undefined) | -0.9%
O=C(Cc1ccc(Cl)cc1Cl)Nc1ccc(OC(F)F)c(Cl)c1 | 2.1%
Cc1nnc(NC(=O)CSc2ccc(-c3ccccn3)nn2)s1 | 6.8%
COc1ccc(S(=O)(=O)N2CCCN(S(=O)(=O)c3ccc(OC)c(C)c3)CC2)cc1C | 3.9%
CN(C)/C=C/C(=O)c1ccccc1 | 0.5%[57.5 µM]
Nc1c(CO)nnn1-c1ccccc1 | 7.7%
Cc1ccc(NC(=O)CN(C)C(=O)c2ccc(C(F)(F)F)cc2)cc1 | 1.3%
CCOc1cc(NC(=S)NCC(C)C)c(OCC)cc1NC(=O)c1ccco1 | -1.7%
COc1ccc(C(NC(C)=O)c2cc(Cl)c3cccnc3c2O)cc1OC (centres undefined) | 3.3%
CCOC(=O)C1(Cc2cccc(OC)c2)CCN(Cc2cccc(OCC)c2O)CC1 | -3.2%
NC(=S)NNc1c(F)c(F)c(F)c(F)c1F | -2.4%
CCc1nnc(NS(=O)(=O)c2ccc(NC(=S)NC(=O)/C=C/c3cccs3)cc2)s1 | -0.4%
C=CCNCCCCOc1cccc(Br)c1 | 12.0%
O=C(NCc1ccncc1)Nc1cc(Cl)ccc1Cl | 6.9%
O=C(O)CNC(=O)CCn1nnc2ccccc2c1=O | -7.2%[57.5 µM]
CCCc1noc2c1/C(=N\O)CC(c1ccccc1)C2 (centres undefined) | 6.4%
O=c1[nH]c(CSc2cccc[n+]2[O-])nc2ccccc12 | -20.0%[57.5 µM]
Cc1onc(-c2ccccc2)c1C(=O)N/N=C/c1cc2c(cc1Cl)OCO2 | -4.9%
CC1OC(C)(C)OC1C1CNc2nc(NC(=O)C(C)(C)C)[nH]c(=O)c2N1C(=O)c1cccnc1 (centres undefined) | 1.9%
O=c1c(-c2ccc3c(c2)OCCO3)coc2cc(OC3OC(CO)C(O)C(O)C3O)ccc12 (centres undefined) | -3.1%[57.5 µM]
O=C(COC(=O)c1cncc(Br)c1)NCc1ccc(F)cc1 | 5.1%

Ordered by SMILES length (highest first): 3 of the compounds above.
SMILES | ERK EGF inh
CCc1nnc(NS(=O)(=O)c2ccc(NC(=S)NC(=O)/C=C/c3cccs3)cc2)s1 | -0.4%
O=C(O)CNC(=O)CCn1nnc2ccccc2c1=O | -7.2%[57.5 µM]
NC(=S)NNc1c(F)c(F)c(F)c(F)c1F | -2.4%

Further records
SMILES | ERK EGF inh
CN/N=C/c1ccc(C#N)cc1 | -7.1%
Brc1ccc(-c2csc(Nc3nc(-c4ccc(Br)cc4)cs3)n2)cc1 | 4.2%[57.5 µM]
O=C(Nc1ccnc(-c2ccncc2)n1)c1ccc(Cl)cc1 | -1.2%
CN(C)CCCc1cc(C(=O)Nc2ccc(-c3ccncc3)cc2)ccc1O | -14.8%
Cc1cccc(C)c1NC(=O)COC(=O)Cc1ccsc1 | -10.3%
CC(C)CCn1c(NCCc2ccccc2)nc2c1c(=O)n(C)c(=O)n2C | -1.8%[57.5 µM]
O=C(Nc1cccn(Cc2ccccc2Cl)c1=O)NC1CCCCC1 | ?
Cc1ccc(C2=N/C(=C\c3c(C)nn(-c4ccccc4)c3N3CCCC3)C(=O)O2)cc1 | -0.6%
CCCCc1nnc(NC(=O)COc2ccc3c(C)cc(=O)oc3c2)s1 | -8.1%[57.5 µM]
CC(=O)c1cccc(Nc2cc(C)nc3c(C)cccc23)c1 | -9.3%[57.5 µM]
CC12CCC(C(=O)N/N=C/c3ccc(O)cc3)(OC1=O)C2(C)C (centres undefined) | -9.6%[57.5 µM]
CCOC(=O)NC(=O)COC(=O)c1cccc2ccccc12 | 1.9%
CCO[C@H]1OC(C(=O)N2CCN(C)CC2)=C[C@@H](C(C)(C)C)[C@@H]1CCCO | -5.9%[57.5 µM]
COc1ccc(N2CCN(C(=O)CCS(=O)(=O)c3cccc4nsnc34)CC2)cc1 | 0.9%
Cc1ccc(OCCNC(=O)c2cc(C(=O)NCCOc3ccc(C)cc3)cc([N+](=O)[O-])c2)cc1 | -3.2%
CC(=O)O[C@H]1C[C@@H]2CCC3C(CC[C@@]4(C)[C@H]3C[C@H]([N+]3(C)CCCCC3)[C@@H]4OC(C)=O)[C@@]2(C)C[C@@H]1[N+]1(C)CCCCC1 (some centres undefined) | 2.0%
CCC(C)NC(=O)c1cccc(C)c1 (centres undefined) | -1.0%[57.5 µM]
Cc1cc(C)c2nc3nc(C)c(C)cc3c(N)c2c1 | -12.9%
CCCCCC(=O)NC(=S)NC1C2CC3CC(C2)CC1C3 (centres undefined) | -2.8%[57.5 µM]
Cc1ccc(Oc2ccc(-c3nnc(-c4ccccc4)o3)cc2[N+](=O)[O-])cc1C | 6.6%
COc1ccc(/C=C2\CN(Cc3ccccc3)C/C(=C\c3ccc(OC)cc3)C2=O)cc1 | ?
O/N=C/c1ccc2ccccc2n1 | -6.8%[57.5 µM]
O=C(c1nc2ccc(Cl)cn2c1CNCC[C@@H]1C[C@@H]2C=C[C@H]1C2)N1CCCCCCC1 | -8.6%
COc1ccc(C2=NN(C(=O)CSc3ncccn3)C(c3ccc(OC)cc3)C2)cc1 (centres undefined) | -9.2%

Another view of part of the listing above.
> CC12CCC(C(=O)N/N=C/c3ccc(O)cc3)(OC1=O)C2(C)C (centres undefined)
  ERK EGF inh: -9.6%[57.5 µM]

> Cc1csc(NC(=O)CSc2nnc(NC(=O)COc3ccccc3)s2)n1
  ERK EGF inh: -1.9%

Other structures follow:
SMILES	ERK EGF inh
O=C(c1ccc2c(c1)OCO2)N1CCN=C1SCc1ccccc1	-1.8%
C/C(=N/NC(=O)CNC(=O)COc1ccccc1)c1ccco1	-2.7%
C=CCOc1ccc(CNc2nccs2)cc1OCC	-1.9%
CC1CCc2c(sc(NC(=O)CSc3nc4c(c(C(F)(F)F)n3)CCc3ccccc3-4)c2C(N)=O)C1 (centres undefined)	1.2%
Cc1ccc(NC2c3ccccc3C(=O)N2c2cccnc2)cc1 (centres undefined)	0.6%[57.5 µM]
COc1ccc(C(=O)Nc2cc(C)on2)cc1[N+](=O)[O-]	-6.0%
C/C(N)=C(/C#N)C(=O)COC(=O)c1ccc(NC(N)=O)cc1	-13.2%[57.5 µM]
Cc1cccc(NC(=O)c2ccc(OCC3CCCO3)cc2)c1C (centres undefined)	5.8%
CN(Cc1ccccc1NS(=O)(=O)c1ccc(Cl)cc1)C1CCCCC1	4.9%
CC1CC(OC(=O)CN2CCCCC2)CC(C)(C)C1 (centres undefined)	5.3%[57.5 µM]
C=C1CCC2C(C)(CO)C(O)CCC2(C)C1C/C=C1\C(=O)OCC1O (centres undefined)	-8.0%
Cc1ccc2nc(/N=C(\N)NC(=O)NC3CCCCC3)nc(C)c2c1	?
CCC(=O)Nc1ccc(N2CCC(C)CC2)cc1	-0.2%
NS(=O)(=O)c1ccc(N/N=C/c2ccccn2)c([N+](=O)[O-])c1	1.3%
CC(=O)/C(=N\Nc1ccc(Cl)cc1)Sc1nnc(-c2ccccc2)n1-c1ccccc1	8.7%
CCOC(=O)C1(Cc2ccccc2)CCN(CC2CC=CCC2)CC1 (centres undefined)	-7.0%
O=C1c2cc(Cl)ccc2OC2(CCNCC2)C12CC(c1ccccc1)=NO2 (centres undefined)	-6.4%[57.5 µM]
COc1ccccc1-c1cc(C(=O)N2CCCc3ccccc32)no1	-6.6%
CC(C)c1ccc(N2CC(C)(C)C2=O)cc1	-5.9%
Cc1cccc(N2CCC(NCc3c(C(=O)N4CCCCC4)nc4c(C)cccn34)CC2)c1	?
CN(CC(=O)Nc1ccc(S(=O)(=O)N2CCCC2)cc1)Cc1c(F)cccc1Cl	6.2%
CCc1nnc(NC(=O)CSc2nnc(C3CCCCC3)n2-c2cccc(Cl)c2)s1	-7.8%
COc1ccc(N2CCN(CCCNC(=S)Nc3c(C)cccc3C)CC2)cc1	?
O=C(O)c1cc2ccccc2[nH]1	1.5%
CCOC(=O)c1c(-c2cccs2)csc1NC(=O)c1ccco1	0.5%
CCOC(=O)c1ccc(NC(=S)Nc2cccc(N)n2)cc1	9.0%[57.5 µM]
O=C(Nc1ccc(S(=O)(=O)Nc2nccs2)cc1)c1ccc(=O)[nH]c1	-5.4%
Cc1ccc(NC(=O)Nc2cnccn2)cc1C	-0.2%[57.5 µM]
O=c1oc(-c2ccccc2)nc2sc3c(c12)CCC3	-14.6%
O=C(/C=C/c1ccccc1)NC(NC(=S)Nc1ccc(Cl)cc1Cl)C(Cl)(Cl)Cl (centres undefined)	-10.7%
O=C(Nc1ccc(C(=O)O)cc1)/C(=C/c1ccc([N+](=O)[O-])cc1)NC(=O)c1ccccc1	-0.9%
O=C(/C=C/c1ccccc1)NCCSCc1ccc(Cl)cc1	6.5%
Cc1ccc(NC(=O)CCC(=O)NNC(=O)c2ccccc2)c(C)c1	9.7%
O=C(OCC(=O)N1CCCc2ccccc21)c1ccc(Cl)nc1	-2.0%
CCOC(=O)CCSc1nc(-c2ccccc2)cc(C(F)(F)F)n1	?
O=c1[nH]nc(SCc2nc3ccccc3s2)n1C1CC1	3.5%

Some of the compounds tested; the hit share may differ from the screen's.
